Bioassay records from PubChem.
BioA inh = blocks M. tuberculosis BioA enzyme activity | purified M. tuberculosis BioA enzyme, plate reader | actives 0.096% (n = 360,000) | AID 602481 | inhibition, % at 9.99 µM; in the data active means inhibition above about 40%
BH1578 lux ind = induces V. cholerae light production without autoinducers; V. cholerae BH1578 lux reporter, luminescence, 6 h; AID 588436; activation, % at 18.7 µM; actives 0.16% (n = 350,000); in the data active means activation mostly above about 9.7%, no sharp cut-off; further: not every result past the cut was called active; inactives centre near 0; reference of the scale not given here
UGM FP inh = Mtb UDP-galactopyranose mutase inhibition. purified UGM, fluorescence polarization probe displacement. inhibition, % at 10 µM. actives 0.06% (n = 320,000); in the data active means inhibition above about 10%, passing the limit was not always enough
Target sequence (P9WIQ1 whole entry, looked up): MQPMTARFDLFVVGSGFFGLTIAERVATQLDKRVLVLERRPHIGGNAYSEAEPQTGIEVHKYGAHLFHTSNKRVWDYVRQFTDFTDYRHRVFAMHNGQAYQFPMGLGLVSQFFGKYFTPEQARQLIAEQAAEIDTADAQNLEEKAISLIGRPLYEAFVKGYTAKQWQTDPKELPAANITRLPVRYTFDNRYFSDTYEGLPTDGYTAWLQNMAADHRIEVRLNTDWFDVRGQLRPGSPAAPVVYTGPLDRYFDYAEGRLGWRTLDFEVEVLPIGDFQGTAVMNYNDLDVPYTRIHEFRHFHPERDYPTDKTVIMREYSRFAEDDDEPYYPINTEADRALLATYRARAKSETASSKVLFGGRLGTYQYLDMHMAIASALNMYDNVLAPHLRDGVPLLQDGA
Mtb FBA inh = Mtb fructose-bisphosphate aldolase inhibition | P9WQA3 | purified M. tuberculosis FBA, fluorescence read-out | inhibition, % at 1 µM | actives 2.3% (n = 360,000) | AID 588726; in the data active means inhibition above about 27%;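 further: 0% = vehicle and 100% = reference inhibitor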
Target sequence (P9WQA3 whole entry, looked up): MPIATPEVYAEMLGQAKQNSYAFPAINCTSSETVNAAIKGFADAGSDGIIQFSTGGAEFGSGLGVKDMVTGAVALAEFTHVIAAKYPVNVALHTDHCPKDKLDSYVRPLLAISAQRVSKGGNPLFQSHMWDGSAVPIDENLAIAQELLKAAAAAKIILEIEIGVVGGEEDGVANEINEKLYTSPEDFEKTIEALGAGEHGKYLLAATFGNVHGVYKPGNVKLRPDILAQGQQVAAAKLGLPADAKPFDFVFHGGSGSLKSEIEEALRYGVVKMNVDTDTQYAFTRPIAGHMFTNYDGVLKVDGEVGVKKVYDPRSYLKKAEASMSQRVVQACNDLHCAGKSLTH
PfHsp40 rescue = compounds rescuing yeast from Plasmodium falciparum HSP40 toxicity | S. cerevisiae expressing PfHsp40, growth rescue, ATP luminescence | growth rescue, % at 12.5 µM | actives 0.68% (n = 340,000); in the data active means growth rescue above about 28%, passing the limit was not always enough;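 further: yeast W303a lacking pdr1 and pdr3 grown in galactose medium; growth measured after three days at 30 °C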
Yp Topo-I inh = blocks Yersinia pestis topoisomerase I activity. Y. pestis Topo-I cleavage product accumulation, plate reader. activity, % at 10 µM. actives 0.064% (n = 360,000); in the data active means activity above about 50%, passing the limit was not always enough; further: inactives centre near 2
TcdB inh = blocks C. difficile toxin B glycohydrolase activity | TcdB glycohydrolase enzymatic assay, plate reader | inhibition, % at 9.99 µM | actives 0.24% (n = 350,000); in the data active means inhibition above about 10%
FadD28 FP inh = inhibitors of Mycobacterium tuberculosis FadD28 bisubstrate binding; inhibition, % at 12.5 µM; actives 0.22% (n = 360,000); FadD28 bisubstrate probe binding, fluorescence polarization; in the data active means inhibition above about 8.5%, passing the limit was not always enough
GDH-TPI inh = GDH-TPI coupled enzyme inhibition counter-screen | AID 588335 | GDH-TPI coupled enzyme counterscreen, NADH absorbance | actives 1.2% (n = 360,000) | inhibition, % at 4.8 µM; in the data active means inhibition above about 30%;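 further: 0% = DMSO wells and 100% = wells lacking the enzyme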
Starred values were filed as active, the others as inactive; i = inactive; nt = not tested or not shown; & = joins results of further samples.

SMILES	BioA inh	BH1578 lux ind	UGM FP inh	Mtb FBA inh	PfHsp40 rescue	Yp Topo-I inh	TcdB inh	FadD28 FP inh	GDH-TPI inh
O=C(Nc1n[nH]c(=S)s1)c1ccco1	-1.0	-0.2	1.9	0	0.1	3	8.8	-1.2	23
COc1ccc(CCNC(=O)CC(=O)N/N=C/c2ccc(Br)cc2)cc1OC	-1.1	-0.3	4.0	2	1.2	-2	-0.7	-1.6	12
O=C(NC(=S)N1CCCC1)c1ccc(Cl)cc1	0.1	i	-3.7	-1	-0.4	6	0.1	-1.8	-4
COc1ccc(CCNCc2ccc(OCc3ccccc3)cc2)cc1	0.8	-0.3	3.0	-1	-0.2	22	4.3	-3.1	-3
CC1=CC(C)(C)Nc2ccc(OC(=O)CCN3C(=O)c4ccccc4C3=O)cc21	nt	-0.3	-1.5	2	4.0	25	0.5	1.6	1
CCCCc1nc2cc(C(=O)N3CCC[C@H]3CO)ccc2o1	-1.0	-19	1.1	3	0.3	1	-0.1	-1.5	-7
CC(C1CC2CCC1C2)N1CC(O)=C(c2nc3ccccc3[nH]2)C1=N (stereo unspecified)	-1.5	-2.8	-6.9	-1	18	15	0.4	1.5	3
CC(=O)Nc1cccc2c1C(=O)N(c1ccc(C)cc1)C2=O	-0.7	17*	-0.5	-7	-1.6	-1	nt	-2.8	14
CCOc1ccc(NC(=O)c2sc(N3CCOCC3)nc2-c2ccccc2)cc1	nt	-0.4	1.4	2	-0.7	-5	nt	-1.9	13
COc1ccc(C(=O)Nc2cccc(C(=O)NCc3ccccc3)c2)cc1	0.7	-0.2	-2.1	-1	-0.2	6	0.3	-2.7	-5
CNS(=O)(=O)c1ccc(C(=O)NCC(=O)NCC2COc3ccccc3O2)cc1 (stereo unspecified)	-0.7	i	3.8	-1	-0.6	5	1.2	-0.4	-4
O=C(NN1C(=O)c2ccccc2NC1c1ccc([N+](=O)[O-])o1)c1ccc([N+](=O)[O-])cc1 (stereo unspecified)	nt	0.4	0.2	-6	-0.1	1	-3.7	-4.2	5
COC(=O)[C@@H]1Cc2c([nH]c3ccccc23)C(C)(C)N1C(=O)CCl	1.7	i	1.7	-1	0.3	-6	0.8&0.9	-2.9	-8
COc1cc(CC(=O)N2CCC(n3nccc3NC(=O)C3CC3)CC2)cc(OC)c1OC	0.0	0.5	0.4	0	-0.1	1	-0.2	nt	2
Cc1ccc(C2(C)NC(=O)N(CC(=O)N(c3ccccc3)C3CCS(=O)(=O)C3)C2=O)cc1 (stereo unspecified)	nt	i	0.9	-1	1.4	-1	0.5	-3.3	-8
CCn1c(=O)c(=O)[nH]c2cc(C(=O)NCC3CCCCC3)ccc21	0.8	i	2.0	5	-1.5	0	nt	-0.8	9
CC1(NC(=O)NCc2ccco2)CCS(=O)(=O)C1 (stereo unspecified)	nt	i	4.8	1	1.2	-7	1.0	-0.9	9
CN(C)CCCNC(=O)C[C@H]1C[C@H](C(=O)N2CCCCC2)[C@@]2(CCc3ccccc3)c3[nH]c4ccc(Cl)cc4c3CCN2C1=O	0.1	i	nt	6	0.1	-8	2.1	-3.2	16
COc1ccc(C2=NC(C)(C)Cc3cc(OC)c(OC)cc32)cc1OC	0.5	-0.4	-2.1	-1	0.7	5	0.9	-2.4	13
C[C@@H]1CN([C@@H](C)CO)C(=O)CCCn2cc(nn2)CO[C@H]1CN(C)S(=O)(=O)c1ccc(C#N)cc1	0.4&-3.1	-0.4	nt	-2	nt	6	0.9&0.6	-3.2	-1
CS(=O)(=O)c1cccc(NC(=O)C2CCCN2S(=O)(=O)c2ccc(F)cc2)c1 (stereo unspecified)	-1.1	-8.8	1.9	-1	0.1	-2	-0.8	-1.8	1
Cc1noc(COc2ccccc2OCC(N)=O)n1	-0.9	-0.8	-0.2	2	nt	2	-0.8	-1.9	0
COc1ccc(CCNC2=NCC(C)S2)cc1 (stereo unspecified)	nt	-0.1	1.5	3	1.0	3	nt	-1.0	-7
COc1ccc(CNn2c(-c3cccs3)nc3ccccc3c2=O)cc1OC	-1.1	0.8	2.2	2	1.9	28	-0.6	-5.6	2
CCCNC(=O)CN1C(=O)NC(CCSC)C1=O (stereo unspecified)	-1.3	-0.5	0.5	1	-1.5	5	-1.1	0.8	6

Entries of single compounds from above.
CC(C1CC2CCC1C2)N1CC(O)=C(c2nc3ccccc3[nH]2)C1=N (stereo unspecified) in the list: BioA inh = -1.5; BH1578 lux ind = -2.8; UGM FP inh = -6.9; Mtb FBA inh = -1; PfHsp40 rescue = 18; Yp Topo-I inh = 15; TcdB inh = 0.4; FadD28 FP inh = 1.5; GDH-TPI inh = 3
COc1ccc(C2=NC(C)(C)Cc3cc(OC)c(OC)cc32)cc1OC in the list: BioA inh = 0.5; BH1578 lux ind = -0.4; UGM FP inh = -2.1; Mtb FBA inh = -1; PfHsp40 rescue = 0.7; Yp Topo-I inh = 5; TcdB inh = 0.9; FadD28 FP inh = -2.4; GDH-TPI inh = 13

Next section:
SMILES	BioA inh	BH1578 lux ind	UGM FP inh	Mtb FBA inh	PfHsp40 rescue	Yp Topo-I inh	TcdB inh	FadD28 FP inh	GDH-TPI inh
Cc1ccc(Nc2n[nH]c(C)c2[N+](=O)[O-])cc1	-4.2	-0.2	2.9	-4	-0.8	-6	nt	1.0	6
CC(C)CNC(=O)CSc1ccc(S(=O)(=O)N2CCN(C)CC2)cn1	-0.9	-0.4	2.9	-1	0.3	2	0.3	-2.1	5
COc1ccc(NC(=O)c2oc3ccc(S(=O)(=O)N4CCOCC4)cc3c2C)c(OC)c1	nt	-0.5	nt	2	-0.6	-5	0.7	-1.1	8
COc1cc(C(=S)N2CCOCC2)cc(OC)c1OC(=O)c1cc([N+](=O)[O-])cc([N+](=O)[O-])c1	0.0	-0.3	2.5	3	0.6	7	nt	-0.1	-1
CC12CC(c3ccccc3O1)N(C(=O)c1ccco1)C(=S)N2c1ccccc1 (stereo unspecified)	nt	i	0.5	-1	0.8	-2	nt	-0.2	8
O=C(/C=C/c1ccc([N+](=O)[O-])cc1)NCCSCc1ccco1	nt	-0.2	1.1	-2	0.3	-2	nt	-1.1	17
Cc1ccc(C2(C(F)(F)F)NC(=O)N3C(=C2C#N)Nc2ccccc23)cc1 (stereo unspecified)	nt	-0.4	-1.1	-1	0.2	1	nt	-3.1	17
COc1ccccc1Nc1nc(N)nc(CSc2nc(C)cc(C)n2)n1	nt	i	-1.1	1	0.4	14	nt	-2.9	-6
CC(C)C(=O)Nc1ccc(N2CCN(c3ccc(F)cc3)CC2)cc1	nt	0.3	3.3	3	0.4	2	-0.4	-2.7	7
O=C(CCc1nnc(C2CCCCC2)o1)N1CCN(Cc2ccccc2)CC1	0.2	-0.8	-1.6	3	0.8	11	1.3	-2.3	-9
CCOC(=O)c1c(NC(=O)Cn2c(=O)oc3ccccc32)oc(C)c1C(C)=O	4.0	i	-0.8	2	-1.3	-1	nt	-2.6	4
Oc1ccc2oc3c(c2c1/C=N/n1cnnc1)CCCC3	-1.4	i	1.2	-1	-0.1	13	nt	-4.0	27
CC1(C)CC(=O)C2=C(C1)N(c1cccc(O)c1)C1=C(C2)C(=O)CC(C)(C)C1	0.0	nt	-1.4	8	0.2	4	nt	-3.9	4
O=C(NC1CC(=O)N(c2ccccc2)C1)N1CCN(C(=O)c2ccco2)CC1 (stereo unspecified)	-0.9	-1.4	-0.8	0	0.4	-1	0.8	-0.1	7
CCCCn1c(N)c(N(CC(C)C)C(=O)c2cc3c(s2)CCCCC3)c(=O)[nH]c1=O	nt	-2.9	3.0	-4	1.2	1	1.7	-1.5	5
CCOc1ccc(NC(=S)N(CCc2c(C)[nH]c3ccccc23)Cc2cccnc2)cc1	0.9	-0.2	2.4	2	0.7	13	-0.1	-3.0	-5
COc1ccc(CN(C)CC(=O)Nc2ccc(N3CCOCC3)cc2)cc1OC	nt	-0.2	-4.1	1	-0.7	-3	-0.6	0.6	4
Cc1ccc(S(=O)(=O)N2CCOCC2)cc1C(=O)N1CCN(S(=O)(=O)c2ccccc2F)CC1	0.3	-0.5	nt	1	-1.0	-10	4.1	0.6	9
c1cncc(-c2nc3ccccc3o2)c1	0.0	i	1.7	10	-0.9	-7	nt	-1.1	4
COc1ccc(C(F)(F)F)cc1N/C=C/c1nnnn1-c1ccc2ccccc2c1	nt	0.1	0.6	4	-1.7	2	2.3	-2.1	6
CCC1CCCCN1C(=O)CSc1n[nH]c(N)n1 (stereo unspecified)	-0.8	3.3	-0.1	-1	-1.0	-3	1.5	0.0	7
CCOC(=O)c1[nH]c2ccc(OC)cc2c1NC(=O)c1ccc2c(c1)OCO2	-1.1	-1.6	-1.1	-3	2.3	-5	nt	-0.9	6
O=C(CN1C(=O)NC2(CCCCC2)C1=O)Nc1ccc(S(=O)(=O)N2CCOCC2)cc1	-0.3	i	-1.5	5	-0.1	2	nt	0.8	10
O=C(CCC(=O)OCc1cccc([N+](=O)[O-])c1)Nc1ccc(F)cc1	nt	-0.3	0.3	4	0.5	-6	2.1	0.4	1
COc1ccc(NC(=O)c2sc(SCc3ccccc3)nc2N)cc1	5.5	-5.9	-1.6	-4	0.8	17	nt	-0.6	12
Remaining list, next part
SMILES	BioA inh	BH1578 lux ind	UGM FP inh	Mtb FBA inh	PfHsp40 rescue	Yp Topo-I inh	TcdB inh	FadD28 FP inh	GDH-TPI inh
Cc1cc(C(C)(C)C)oc1C(=O)OCC(=O)NC1CCCCC1	nt	145*	0.2	-3	-0.8	3	-1.6	-0.8	2
Clc1cccc(OCCn2cncn2)c1Cl	0.5	i	-1.7	-2	-0.8	-2	nt	-4.4	-8
O=C(O)c1[nH]c(-c2ccccc2)c2c1C(=O)N(C1CC1)C2=O	-1.1	nt	nt	6	nt	nt	-1.0	-4.7	nt
CCCCC(=O)N(C)c1c(CC)nc2c(OCC(=O)c3ccc(F)cc3)cccn12	-0.6	-0.4	nt	-1	nt	21	1.8	-2.7	4
CCOc1ccc(N2CC(C(=O)NCc3ccccn3)CC2=O)cc1 (stereo unspecified)	-3.5	-0.8	-0.7	6	1.7	-11	1.2	3.6	5
CCOc1cc(N2CCOCC2)c(OCC)cc1NC(=O)COC(=O)c1ccc([N+](=O)[O-])o1	1.0	i	nt	-4	82*	0	-2.1	-3.7	6
Cn1c(=O)[nH]c(NC2CCCCC2)c(N=O)c1=O	nt	-0.6	-1.7	0	0.5	-3	nt	-0.8	12
CCOc1ccc(NC(=O)COc2nsnc2N2CCCCC2)cc1	-2.5	-2.8	-0.7	1	1.5	-4	nt	-0.8	4
CN1CCN(c2nc3c(c(=O)[nH]c(=O)n3C)n2CCSc2nc3ccccc3s2)CC1	-1.6	-0.2	-2.7	-3	0.8	11	0.3	-1.0	0
C[C@H](C[C@H](O)[C@H]1OC1(C)C)C1=C2C[C@H](O)C3[C@@]4(C)CCC(=O)C(C)(C)C4CC[C@]3(C)[C@@]2(C)CC1 (stereo partly specified)	-0.9	1.7	-0.2	1	40*	16	1.6	-0.9	-3
Cc1ccccc1N1C(=O)CC(N(O)c2ccccc2)C1=O (stereo unspecified)	-0.5	-0.4	1.2	-3	-1.0	6	nt	-3.0	0
Cc1ccc(NC(=S)N(Cc2cccc(Br)c2)CC2CCC(C(=O)O)CC2)cc1 (stereo unspecified)	3.0	-0.4	-1.3	1	-0.9	9	-5.0	1.3	-1
NC(=O)CSc1nc2ccccc2c(=O)n1CCc1ccccc1	-1.2	-0.6	1.8	0	2.2	-17	-1.2	-1.4	-13
Cc1ccc(N(CC(=O)Nc2ccc(C)cn2)S(=O)(=O)c2c(C)nn(C)c2C)cc1	-0.3	-0.3	0.1	0	2.0	17	nt	0.6	12
COC(C/C=C/C(=O)[C@H](C)OCc1ccccc1)OC	1.3	i	1.9	-1	0.2	10	nt	-2.1	-7
O=C(OCc1cc(=O)n2ccsc2n1)C1(c2ccc(Cl)cc2)CC1	-0.7	i	-0.7	6	0.1	20	1.4	-2.2	4
CC1CCc2sc3ncnc(N4CCN(CCO)CC4)c3c2C1 (stereo unspecified)	4.2	0.8	-0.5	-1	-1.6	10	1.1	-3.9	0

A different layout for part of the listing above.
compound: CCOc1ccc(N2CC(C(=O)NCc3ccccn3)CC2=O)cc1 (stereo unspecified)
  BioA inh: -3.5
  BH1578 lux ind: -0.8
  UGM FP inh: -0.7
  Mtb FBA inh: 6
  PfHsp40 rescue: 1.7
  Yp Topo-I inh: -11
  TcdB inh: 1.2
  FadD28 FP inh: 3.6
  GDH-TPI inh: 5
compound: CCOc1cc(N2CCOCC2)c(OCC)cc1NC(=O)COC(=O)c1ccc([N+](=O)[O-])o1
  BioA inh: 1.0
  BH1578 lux ind: i
  UGM FP inh: nt
  Mtb FBA inh: -4
  PfHsp40 rescue: 82*
  Yp Topo-I inh: 0
  TcdB inh: -2.1
  FadD28 FP inh: -3.7
  GDH-TPI inh: 6
